# High-throughput results: PubChem, several laboratories
# Mtb UGM inh: inhibitors of M. tuberculosis UDP-galactopyranose mutase. P9WIQ1. purified UGM, fluorescence polarization probe displacement. inhibition, % at 10 µM. 320,000 tested, 0.06% active; in the data active means inhibition above about 10%, passing the limit was not always enough; inconclusive means no clear call, values can overlap the other calls
# Target sequence (P9WIQ1 whole entry, looked up): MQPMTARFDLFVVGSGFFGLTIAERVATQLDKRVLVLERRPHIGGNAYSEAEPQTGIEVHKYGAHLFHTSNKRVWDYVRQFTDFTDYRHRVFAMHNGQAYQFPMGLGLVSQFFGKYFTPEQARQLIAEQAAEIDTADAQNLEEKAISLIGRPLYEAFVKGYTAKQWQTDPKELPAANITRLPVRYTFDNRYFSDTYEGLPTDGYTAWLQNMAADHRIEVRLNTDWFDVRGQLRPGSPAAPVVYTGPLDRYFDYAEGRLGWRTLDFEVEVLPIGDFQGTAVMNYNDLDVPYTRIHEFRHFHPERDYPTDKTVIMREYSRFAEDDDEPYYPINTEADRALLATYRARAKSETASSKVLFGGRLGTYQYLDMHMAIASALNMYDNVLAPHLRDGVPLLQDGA
# Anthrax LF prot: blocks Bacillus anthracis lethal factor protease; P15917; inhibition, % at 10 µM; 360,000 tested, 0.12% active; multiplex microsphere protease cleavage assay, LF; further: plate controls were buffer without enzyme for full effect and enzyme alone for no effect
# BoNT A protease: BoNT A light chain protease inhibition; multiplex microsphere protease substrate cleavage, flow cytometry; inhibition, % at 10 µM; AID 588499; 360,000 tested, 0.17% active; further: plate controls were buffer without enzyme for full effect and enzyme alone for no effect
# GDH-TPI counter: GDH-TPI coupled enzyme inhibition counter-screen; inhibition, % at 4.8 µM; GDH-TPI coupled enzyme counterscreen, NADH absorbance; 360,000 tested, 1.2% active; in the data active means inhibition above about 30%;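 further: 0% = DMSO wells and 100% = wells lacking the enzyme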
# BoNT F protease: blocks Botulinum neurotoxin F light chain protease; Multiplex microsphere protease cleavage assay, flow cytometry; inhibition, % at 10 µM; 360,000 tested, 0.22% active; in the data active means inhibition above about 35%, passing the limit was not always enough; inconclusive means no clear call, values can overlap the other calls; further: plate controls were buffer without enzyme for full effect and enzyme alone for no effect
# BioA inh: inhibitors of Mycobacterium tuberculosis BioA enzyme. purified M. tuberculosis BioA enzyme, plate reader. inhibition, % at 9.99 µM. 360,000 tested, 0.096% active; in the data active means inhibition above about 40%; inconclusive means no clear call, values can overlap the other calls
# PfHsp40 rescue: rescue of PfHsp40-mediated yeast toxicity | S. cerevisiae expressing PfHsp40, growth rescue, ATP luminescence | 340,000 tested, 0.68% active | growth rescue, % at 12.5 µM; in the data active means growth rescue above about 28%, passing the limit was not always enough; inconclusive means no clear call, values can overlap the other calls;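 further: yeast W303a lacking pdr1 and pdr3 grown in galactose medium; growth measured after three days at 30 °C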
# FBA Mtb inh: inhibits M. tuberculosis FBA enzyme. purified M. tuberculosis FBA, fluorescence read-out. inhibition, % at 1 µM. 360,000 tested, 2.3% active. AID 588726; in the data active means inhibition above about 27%;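 further: 0% = vehicle and 100% = reference inhibitor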
# Target sequence (P9WQA3 whole entry, looked up): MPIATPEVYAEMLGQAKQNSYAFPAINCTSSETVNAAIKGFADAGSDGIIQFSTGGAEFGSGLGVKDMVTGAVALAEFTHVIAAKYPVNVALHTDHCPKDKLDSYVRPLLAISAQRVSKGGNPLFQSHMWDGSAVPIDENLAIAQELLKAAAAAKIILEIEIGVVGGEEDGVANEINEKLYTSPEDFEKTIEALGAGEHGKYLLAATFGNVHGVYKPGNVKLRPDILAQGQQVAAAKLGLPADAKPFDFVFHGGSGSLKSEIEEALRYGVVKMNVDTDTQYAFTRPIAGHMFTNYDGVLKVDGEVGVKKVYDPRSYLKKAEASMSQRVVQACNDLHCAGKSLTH
# FadD28 binding: inhibitors of Mycobacterium tuberculosis FadD28 bisubstrate binding. 360,000 tested, 0.22% active. inhibition, % at 12.5 µM. AID 588549. FadD28 bisubstrate probe binding, fluorescence polarization; in the data active means inhibition above about 8.5%, passing the limit was not always enough; inconclusive means no clear call, values can overlap the other calls
# * marks the source's active call; other numbers are inactive results; ? = inconclusive; nt = not tested or not shown; & = joins results of further samples. Unless noted, no stated cut-off is given here; in the data, active means inhibition above about 30%; inconclusive means no clear call, values can overlap the other calls; inactive means below that.
SMILES,Mtb UGM inh,Anthrax LF prot,BoNT A protease,GDH-TPI counter,BoNT F protease,BioA inh,PfHsp40 rescue,FBA Mtb inh,FadD28 binding
COc1ccc(-c2cc(C(=O)Nc3ccc(C(N)=O)cc3)c3ccccc3n2)cc1,-5.1,4,-2.1,9,26,0.0,0.5,8,-3.8
O=C(CCCN1C(=O)/C(=C/c2ccccc2)SC1=S)NCCCn1ccnc1,1.7,5,-0.2,25,7,-1.3,-0.9,2,0.2
O=C(COc1ccc2ccccc2c1)NNC(=O)[C@@H]1CCCC[C@@H]1C(=O)O,0.0,0,0.1,5,10,nt,0.3,2,-1.9
COc1ccc(Oc2ccccc2C#N)cc1,0.4,-6,-1.4,5,-5,nt,1.8,3,-3.1
COc1ccccc1NC(=O)CSc1nnc(-c2ccoc2C)n1CCc1ccccc1,-1.1,-2,0.3,-1,-12,3.9,-1.6,1,-4.8
C[C@@H]1CCCCO[C@H](CN(C)S(=O)(=O)c2cccs2)[C@@H](C)CN([C@H](C)CO)C(=O)c2cc(NC(=O)C3CCCCC3)ccc2O1,nt,-3,-0.2,0,0,-5.9&-1.1,nt,-4,-13
COc1cccc(N2CCN(C(=O)CNC(=O)c3sc4ccccc4c3Cl)CC2)c1,0.0,nt,nt,6,nt,-1.0,-0.4,2,-2.6
CN(C(=O)COc1ccc(C(C)(C)C)cc1)C1CCS(=O)(=O)C1 (stereo unspecified),-1.5,-2,0.3,2,-13,0.5,-0.4,4,0.0
CCN(CC)CCN1C(=O)c2oc3ccccc3c(=O)c2C1c1ccc(C)cc1 (stereo unspecified),5.1,10,0.3,8,8,13,-0.6,-2,-2.2
Cc1cccc(CN2CCCC(C(=O)N3CCc4ccccc4C3)C2)c1 (stereo unspecified),-2.6,?,-3.7,9,-12,nt,0.6,1,-1.2
O=C(NC(=S)Nc1ccc(S(=O)(=O)N2CCCCC2)cc1)c1cccs1,nt,-4,-1.4,15,-17,nt,-0.3,-1,-2.2
Cc1ccc2nc(CN(C)C(=O)[C@H]3O[C@@H](n4ccc(N)nc4=O)[C@H](O)[C@@H]3O)[nH]c2c1,nt,0,-0.2,nt,-1,5.4,nt,0,-4.3
Cc1nn(C(=O)CCC(=O)NCCc2ccccc2)c2ccccc12,1.0,5,0.4,9,9,1.4,-0.6,1,-2.5
CC(C)(C)C(=O)NNC(=O)c1cnccn1,-0.7,-2,-0.3,15,1,nt,-2.6,0,-3.9
Cc1ccc(N2CCN(S(=O)(=O)N(C)C)CC2)cc1Cl,-0.2,-2,1.5,9,-4,-2.5,0.2,3,0.0
COc1ccc(CCNC(=O)c2cc(CC(C)C)on2)cc1OC,-1.0,6,3.7,0,-2,-1.2,-0.8,-2,0.8
CCOC(=O)n1c(=O)n(Cc2cccc(F)c2)c2ccccc21,-1.9,-1,-1.6,4,-1,nt,-1.9,0,-1.8
CCOc1ccccc1/C=N/NC(=O)c1nnn(-c2nonc2N)c1CN1CCC(C)CC1,0.6,0,0.6,-9,0,7.3,-0.9,0,-1.9
CC1(C)CC(=O)CC(C)(C)N1OC(=O)c1ccco1,0.9,-6,0.7,-6,2,-8.8,0.2,-3,-1.3
CCN(Cc1nc2cc(Cl)ccc2c(=O)[nH]1)C(=O)c1cccc(OCc2c(C)noc2C)c1,-2.6,-6,-0.2,-5,-4,1.9,1.1,0,0.0
O=C(NC(NC(=S)Nc1c(Cl)cc(Cl)cc1Cl)C(Cl)(Cl)Cl)OCc1ccccc1 (stereo unspecified),-0.6,-3,0.3,4,-6,nt,-0.4,3,-1.0
CCCC1C(C#N)=C(N)Oc2cc(C)n(C)c(=O)c21 (stereo unspecified),1.0,15,1.5,9,11,-1.6,0.1,114*,-1.2
CC(=O)OC1=CC[C@H]2[C@@H]3CC[C@H]4C[C@H](OC(C)=O)[C@@H](OC(C)=O)C[C@]4(C)[C@H]3CC[C@]12C,-0.6,12,-1.0,1,0,-0.6,-2.1,0,-2.8
COc1cc(N)c(Cl)cc1C(=O)OC(C)C(=O)Nc1cccc(S(=O)(=O)N2CCOCC2)c1 (stereo unspecified),-1.6,-2,5.5,6,11,nt,nt,2,-1.3
CCn1c2ccccc2c2cc(NC(=O)C(=O)N3CCOCC3)ccc21,1.0,-5,1.9,1,-6,-1.4,0.1,15,0.1
CCOC(=O)c1cc2c(C)n(-c3ccc(OCC)cc3)c(C)c2cc(C(=O)OCC)c1=O,-1.9,0,1.8,24,-3,nt,-1.7,2,1.5
O=C1CC(c2cccc(Cl)c2)CC(O)=C1C=Nc1ccccc1 (stereo unspecified),1.8,1,0.4,15,4,0.5,2.1,5,-2.9
COc1ccccc1NC(=O)NCC(=O)Nc1c(C)cccc1C,0.4,1,-0.4,-2,-5,nt,2.1,4,1.6
COc1ccccc1OCC(=O)Nc1ccccc1C(=O)NC1CC1,1.1,4,4.8,11,11,-1.6,-0.1,4,-0.6
C[C@@H]1CN([C@H](C)CO)C(=O)CCCn2nncc2CO[C@H]1CN(C)Cc1ccc(O)cc1,nt,1,0.2,-9,6,-0.3&-3.4,nt,-3,-3.2

# Profiles, looked up by structure:
# `CCN(Cc1nc2cc(Cl)ccc2c(=O)[nH]1)C(=O)c1cccc(OCc2c(C)noc2C)c1` is listed with Mtb UGM inh: -2.6; Anthrax LF prot: -6; BoNT A protease: -0.2; GDH-TPI counter: -5; BoNT F protease: -4; BioA inh: 1.9; PfHsp40 rescue: 1.1; FBA Mtb inh: 0; FadD28 binding: 0.0
# `C[C@@H]1CN([C@H](C)CO)C(=O)CCCn2nncc2CO[C@H]1CN(C)Cc1ccc(O)cc1` is listed with Mtb UGM inh: nt; Anthrax LF prot: 1; BoNT A protease: 0.2; GDH-TPI counter: -9; BoNT F protease: 6; BioA inh: -0.3&-3.4; PfHsp40 rescue: nt; FBA Mtb inh: -3; FadD28 binding: -3.2
# `CCOC(=O)n1c(=O)n(Cc2cccc(F)c2)c2ccccc21` is listed with Mtb UGM inh: -1.9; Anthrax LF prot: -1; BoNT A protease: -1.6; GDH-TPI counter: 4; BoNT F protease: -1; BioA inh: nt; PfHsp40 rescue: -1.9; FBA Mtb inh: 0; FadD28 binding: -1.8

# (listing goes on)
SMILES,Mtb UGM inh,Anthrax LF prot,BoNT A protease,GDH-TPI counter,BoNT F protease,BioA inh,PfHsp40 rescue,FBA Mtb inh,FadD28 binding
O=C(CSc1ncn[nH]1)NC1CCCc2ccccc21 (stereo unspecified),-1.3,-3,-1.2,0,-12,nt,-1.7,1,-3.0
O=C(/C=C/C(Cl)(Cl)Cl)Nc1ccc(Cl)cc1,nt,-2,-0.5,-10,-8,nt,2.9,2,-7.6
COc1ccc(C(NCC(=O)Nc2c(C)cccc2C)c2ccccc2)cc1 (stereo unspecified),1.4,1,2.1,9,12,1.7,1.6,1,nt
CC(C)(CN1CCc2ccccc2C1)NS(=O)(=O)c1ccc(Cl)cc1,-1.9,-4,2.7,16,-6,-3.1,3.3,4,-1.6
Cc1ccc([C@H]2C[C@H](O)[C@@H](n3cc(COC(=O)c4ccccc4)nn3)CN2CC2CCCCC2)cc1,nt,0,0.1,8,1,-1.7,nt,2,-2.6
CN(C(=O)COc1nnc(-c2cccs2)c(-c2cccs2)n1)c1ccccc1,0.9,8,6.8,16,2,-0.3,-0.7,4,-0.7
Cc1c(NC(=O)C(C)Sc2nccn2C)c(=O)n(-c2ccccc2)n1C (stereo unspecified),-0.3,1,0.4,0,-4,-1.1,-0.5,-3,-1.9
O=C(CNC(=O)c1ccco1)NNC(=O)c1n[nH]c(=O)c2ccccc12,0.1,-3,-0.1,0,-7,-2.4,0.0,-1,-1.5
C=CCNC(=O)c1ccccc1SCc1c(C)noc1C,1.6,-2,0.8,0,0,-1.4,-0.3,1,-3.5
COc1ccc(-n2ccnc2SCC(=O)Nc2cc(C)on2)cc1,-3.3,8,-6.4,-13,-7,1.5,-0.8,-5,-2.1
CN(C)CCCNc1ccc(S(N)(=O)=O)cc1[N+](=O)[O-],-1.3,-1,-0.3,13,-2,nt,-1.8,-4,-1.9
CCOc1ccccc1CNC(=O)c1cc2oc3ccccc3c2n1C,-0.6,-3,-0.2,18,-10,-2.5,-0.2,3,1.2
COc1ccc(NC(=O)CCC(=O)c2cc(C)sc2C)cc1,nt,nt,nt,5,nt,1.1,1.1,-2,-0.6
CCOCCc1nnc(NC(=O)c2cccs2)s1,2.9,-1,0.3,19,2,0.5,1.2,2,-0.5
CCS(=O)(=O)c1ccc2c(c1)N(S(C)(=O)=O)CC(C(=O)NCCOC)O2 (stereo unspecified),2.1,0,-0.2,11,-11,-0.8,-0.5,2,0.2
COc1ccc(OC)c(NC(=O)C23CCC(C)(C(=O)O2)C3(C)C)c1 (stereo unspecified),4.0,-1,0.1,5,3,-3.3,2.2,2,-1.1
Cc1cc(NC(=O)CSC2=NS(=O)(=O)c3cc(Cl)ccc3N2)no1,0.3,-4,-4.5,-4,-5,-1.8,-0.9,-4,-2.1
N=c1c2c3c(sc2ncn1N)CCCC3,1.3,-10,-0.7,9,-6,nt,-1.0,3,0.6
CNC(=O)c1c[nH]n2c(=O)c(Cc3ccccc3F)c(C)nc12,0.5,-6,0.5,0,-4,-0.1,1.0,9,-2.2
Cc1cc(Nc2cccc(Cl)c2)c2ccccc2n1,-3.1,17,-0.7,12,22,1.6,0.8,2,-1.0
CCN(Cc1ccccc1)C(=O)c1nn(-c2ccc(OC)cc2)c(=O)c2c1c1ccccc1n2C,-0.3,-3,0.1,17,-4,nt,0.0,2,0.5
Cc1ccc(N2C(=O)[C@@H]3[C@H](C2=O)C2c4ccccc4C=NN2[C@@H]3C(=O)c2ccc(Cl)cc2)cc1 (stereo partly specified),0.4,1,0.6,4,-6,nt,0.4,3,-1.2
COCCN(C(=O)c1csnn1)C(C(=O)NC1CCCC1)c1ccc(C)cc1 (stereo unspecified),-2.7,-4,-0.7,-8,-11,0.1,1.6,-2,-1.0
CSC(=O)NC(=O)NC(=O)c1ccc([N+](=O)[O-])cc1,-2.3,-2,0.1,-1,-26,-4.2,-0.8,12,1.0
CCC(=O)N/N=C(\C)CC(=O)Nc1cccc([N+](=O)[O-])c1,1.8,-1,-0.6,2,-2,nt,0.5,2,-2.7
COc1ccc(Oc2c(O)c3ccccc3n(C)c2=O)cc1,2.1,0,-0.2,1,-1,nt,0.5,7,-1.9
Cc1nn(C(C)C(=O)NCCCN2CCCCCC2)c(=O)c2c1sc1ccccc12 (stereo unspecified),4.0,0,3.8,3,-7,-2.2,-0.2,4,-1.2
Cc1oc(-c2ccc(Cl)cc2)nc1CS(=O)CC(=O)NC1CCCCCC1 (stereo unspecified),2.2,-3,-1.0,8,4,-0.3,-0.3,3,-1.9
CNCC(C)COc1ccccc1OCc1ccccc1 (stereo unspecified),-1.1,0,-0.4,6,-7,nt,-0.3,2,0.6
O=C(NCC1CCCO1)C(c1ccc(F)cc1)N(Cc1ccc2c(c1)OCO2)C(=O)c1ccc(CN2CCOCC2)o1 (stereo unspecified),-2.3,0,-0.3,8,-2,4.6,-0.9,0,-0.6
Cc1cc(N)n2nc(-c3ccccc3)cc2n1,3.7,-2,-0.7,4,5,-0.1,16,27,2.1
CC(=O)NNC(=O)CCn1nnc2ccccc21,-1.2,-1,-0.5,-3,0,-0.1,-0.2,-2,-3.8
CC(C)C(=O)Nc1ccc2c(c1)nc(CCN1CCN(C)CC1)n2C,-2.8,-2,-2.5,4,-5,-0.8,-0.3,4,0.6
COc1ccccc1CNS(=O)(=O)N(C)C,1.9,-3,-0.3,-5,-1,nt,0.8,-2,-2.7
Cc1c(Cl)cccc1NC(=O)NNC(=O)CCc1ccccc1,-5.3,-2,0.6,-4,-7,-0.1,-0.2,2,-4.0
Cn1c(=O)[nH]c(=O)c2c1nc(CN1CCN(Cc3ccccc3)CC1)n2CC(N)=O,-1.2,-10,-1.0,0,-18,-1.0,0.5,0,-4.4
COc1ccc(C(=O)CC(=O)C(=O)Nc2ccc([N+](=O)[O-])cc2C)cc1,0.7,-7,-4.3,8,20,1.2,-1.1,-2,nt
COc1c(F)cccc1C1=CC(=O)C[C@H](c2ccc(F)cc2)C1,nt,0,-0.4,0,-4,nt,nt,0,-2.6
COc1ccc(-c2c(C#N)c(N)nc(Sc3ccc(Cl)cc3)c2C#N)cc1,0.7,-4,?,0,?,nt,-0.7,3,-5.0
